inhibitors of VEEV: inhibitors of VEEV TC-83 cytopathic effect, confirmation, Vero cells (AID 588727). 350,000 tested, 0.13% active. one-dose inhibition, % at 20 µM; IC50 in µM for titrated hits. Vero cells, VEEV TC-83 cytopathic effect inhibition; higher % means a stronger effect; in the data active = a potency from the dose series; note: strong numbers were not always called active
* = called active by the depositor; i = inactive. A portion of the library; count on the stated rates, not on these rows.

SMILES	inhibitors of VEEV
Cc1cc(OCC(=O)Nc2nnc(C3CC3)s2)ccc1Cl	i
COc1cccc(NC(=O)N(C)C[C@@H]2OCc3cnnn3CCCC(=O)N([C@@H](C)CO)C[C@H]2C)c1	i
CCc1cccc(NC(=O)COC(=O)CSc2ccc(C)cc2)c1	i
CCC/C=C/c1ccc(CN2C(CC(C)C)C(=O)N(Cc3cn(CCC4OCCO4)nn3)CCS2(=O)=O)cc1 (stereo unspecified)	1.7%
O=C(C[C@H]1C[C@@H]2c3cc(NC(=O)c4cccnc4)ccc3O[C@@H]2[C@H](CO)O1)NCc1ccncc1	2.2%
CCOCCC(=O)Nc1ncc(S(=O)(=O)c2ccc([N+](=O)[O-])cc2)s1	1.1%
O=C(CS(=O)(=O)Cc1ccccc1)c1ccccc1	i
COc1ccc([C@@H]2C[C@H]3[C@@H](CN2S(=O)(=O)c2ccccc2)C(=O)C[C@@H](c2ccccc2F)N3S(=O)(=O)c2ccc(C)cc2)cc1	i
CC1(C)CC(=O)C=C(c2ccc(COC(=O)c3ccc(-c4ccccc4)cc3)cc2)C1=O	4.0%
N#Cc1ccccc1S(=O)(=O)N1CCN(Cc2cccs2)CC1	i
COc1ccc(-c2ccc3[nH]c4c(c3c2)CCN2C[C@H]3[C@H](C)ON(C)[C@H]3C[C@@H]42)cc1	7.6%
CCCc1c(C(=O)N/N=C/c2ccc(C)o2)nnn1-c1nonc1N	i
Cc1ccc(CN2CCC[C@]3(N[C@H](c4ccccc4)[C@@H]4C(=O)N(C)C(=O)[C@@H]43)C2=O)cc1	i
Cc1cc(OCc2cc(C(=O)NC(C)c3cnn(C)c3)no2)cc(C)c1Cl (stereo unspecified)	3.7%
C[C@H](CO)N1C[C@H](C)[C@H](CN(C)C(=O)Nc2ccc(-c3cccs3)cc2)OCc2cnnn2CCCC1=O	i
COc1ccc(NC(=O)CCn2c(=S)[nH]c3ccccc3c2=O)cc1Cl	1.5%
Cc1ccc(Cl)cc1N1C(=O)CC(Sc2ccccc2N)C1=O (stereo unspecified)	2.1%
C[C@@H]1CN([C@H](C)CO)S(=O)(=O)c2ccc(-c3ccc(C#N)cc3)cc2O[C@H]1CN(C)C(=O)Nc1cc(F)ccc1F	5.3%
CC1OC(=O)c2cc3ccccc3nc21 (stereo unspecified)	1.1%
COC(=O)c1ccc2c(=O)n(CCN3CCOCC3)c(SCC(=O)Nc3ccccc3OC)nc2c1	0.9%
COc1ccc(-c2c(C#N)cnc(C)c2C)c(O)c1OC	i
CC(C)CN(C(=O)C1=COCCO1)c1c(N)n(Cc2ccccc2)c(=O)[nH]c1=O	0.6%
Cc1ccc(S(=O)(=O)N2CCCCC2)cc1NC(=O)COC(=O)C1CC1	2.2%
N#Cc1ccccc1NC(=O)C1CCCO1 (stereo unspecified)	i
COc1ccc(CNC(=O)C2CCC(=O)N(C3CCCCCC3)C2)c(OC)c1 (stereo unspecified)	i
C[C@H](CO)N1C[C@H](C)[C@H](CN(C)C(=O)Nc2cccc(F)c2)Oc2cc(C#CC3(O)CCCC3)ccc2S1(=O)=O	i
Cc1cccc(C(=O)NNC(=O)C2CCCCC2)c1O	7.4%
CCN(CC)C(=O)C1=C(C)N(Cc2ccc(F)cc2)C(=O)C(CC(=O)NCCc2ccccn2)C1 (stereo unspecified)	i
O=C(NCCc1ccccc1F)c1cc(COc2ccc(F)cc2F)on1	4.2%
O=C(Nc1ccc(Cl)cn1)c1cccc(S(=O)(=O)N2CCCCCC2)c1	1.0%
Cc1cc(=O)c(C(=O)Nc2cccc(C(=O)NC3CC3)c2)nn1-c1ccccc1	i
O=C1C(Br)C2CCC1C2C(=O)O (stereo unspecified)	0.6%
O=C(CCC1CCCN(C(=O)c2cc(F)ccc2F)C1)N1CCN(c2ccccn2)CC1 (stereo unspecified)	0.6%
CC(C)(C)OC(=O)N1CCc2onc(-c3ccccc3F)c2C1=O	4.2%
CCc1cccc(NC(=O)COC(=O)c2c(-c3ccccc3)noc2C)c1	2.5%
CCOc1ccc(NC(=O)CN(C)C(=O)c2cc3c(s2)CCC3)cc1OCC	1.9%
CCOC(=O)C1=C(COC(=O)CNS(=O)(=O)c2ccc(C)c(C)c2)NC(=O)NC1C (stereo unspecified)	1.3%
CCOC(=O)C1CCCN(C(=O)c2cccc(S(=O)(=O)NCc3ccccc3)c2)C1 (stereo unspecified)	i
C[C@@H](O)CNC(=O)c1[nH]cnc1C(=O)Nc1ccc(CNC(=O)OC(C)(C)C)cc1	10.4%
COc1ccccc1Cn1c(=S)[nH]c2cc(C(=O)N3CC(C)CC(C)C3)ccc2c1=O (stereo unspecified)	i
COc1ccc([C@@H]2C[C@H]3[C@@H](CN2S(=O)(=O)c2ccccc2)C(=O)C[C@@H](c2ccc(C)cc2)N3S(=O)(=O)c2ccc(C)cc2)cc1	0.6%
c1ccc(CN=C2CCCc3ccccc3N2)cc1	7.4%
O=C(OCc1cn([C@H]2C[C@H](c3ccc(Cl)cc3)N(C(=O)C3CCCCC3)C[C@@H]2O)nn1)c1ccccc1	1.1%
O=S(=O)(Cc1nnnn1-c1ccc(Br)cc1)c1ccccc1	i
Cc1ccc([C@H]2N[C@]3(CCCN(Cc4cccn4C)C3=O)[C@H]3C(=O)N(Cc4ccccc4)C(=O)[C@@H]23)cc1	0.2%
CS(=O)(=O)N(CC(=O)N1CCCC1)c1ccc(F)cc1	7.5%
CC(C)n1ncc2c(C(=O)Nc3ccccc3SCC(N)=O)cc(C3CC3)nc21	7.7%
CN(C)C(=O)c1ccc(NC(=O)c2cccc(-n3cnnn3)c2)cc1	0.4%

As a working copy, part of the list above:
SMILES	inhibitors of VEEV
Cc1cc(OCC(=O)Nc2nnc(C3CC3)s2)ccc1Cl	i
COc1cccc(NC(=O)N(C)C[C@@H]2OCc3cnnn3CCCC(=O)N([C@@H](C)CO)C[C@H]2C)c1	i
CCc1cccc(NC(=O)COC(=O)CSc2ccc(C)cc2)c1	i
CCC/C=C/c1ccc(CN2C(CC(C)C)C(=O)N(Cc3cn(CCC4OCCO4)nn3)CCS2(=O)=O)cc1 (stereo unspecified)	1.7%
O=C(C[C@H]1C[C@@H]2c3cc(NC(=O)c4cccnc4)ccc3O[C@@H]2[C@H](CO)O1)NCc1ccncc1	2.2%
CCOCCC(=O)Nc1ncc(S(=O)(=O)c2ccc([N+](=O)[O-])cc2)s1	1.1%
O=C(CS(=O)(=O)Cc1ccccc1)c1ccccc1	i
COc1ccc([C@@H]2C[C@H]3[C@@H](CN2S(=O)(=O)c2ccccc2)C(=O)C[C@@H](c2ccccc2F)N3S(=O)(=O)c2ccc(C)cc2)cc1	i
CC1(C)CC(=O)C=C(c2ccc(COC(=O)c3ccc(-c4ccccc4)cc3)cc2)C1=O	4.0%
N#Cc1ccccc1S(=O)(=O)N1CCN(Cc2cccs2)CC1	i
COc1ccc(-c2ccc3[nH]c4c(c3c2)CCN2C[C@H]3[C@H](C)ON(C)[C@H]3C[C@@H]42)cc1	7.6%
CCCc1c(C(=O)N/N=C/c2ccc(C)o2)nnn1-c1nonc1N	i
Cc1ccc(CN2CCC[C@]3(N[C@H](c4ccccc4)[C@@H]4C(=O)N(C)C(=O)[C@@H]43)C2=O)cc1	i

The list continues.
SMILES	inhibitors of VEEV
O=C(COc1ccc(F)cc1Br)Nc1ccccc1N1CCCC1	1.2%
N#CC(Cc1cccs1)c1nc2ccccc2[nH]1 (stereo unspecified)	0.6%
COc1ccc(-c2ccc(CN3C(CC(C)C)C(=O)N(Cc4cn(CC5CCCCC5)nn4)CCS3(=O)=O)cc2)cc1 (stereo unspecified)	4.7%
COc1ccccc1N(CC(=O)NCc1ccccc1)S(=O)(=O)c1cccs1	i
CC1CC(C)CN(S(=O)(=O)c2ccc(C(=O)OCC(=O)Nc3ccccc3)cc2)C1 (stereo unspecified)	1.6%
O=S1(=O)N[C@@H](Cc2ccccc2)COc2ccc(Cl)cc21	i
CCOC(=O)c1ccc(NC(=O)c2ncn3c2C(=O)NC[C@@H]3C)cc1	3.1%
C[C@H]1CN([C@@H](C)CO)C(=O)c2cc(Br)cnc2O[C@@H]1CN(C)C(=O)Nc1ccc(C(F)(F)F)cc1	0.3%
C#CCN(C[C@H]1[C@H](OC(=O)NCc2ccc(OC)c(OC)c2)[C@H](OC(=O)NCc2ccc(OC)c(OC)c2)C[C@H]2C(=O)N(c3ccccc3)C(=O)[C@@H]12)S(=O)(=O)c1ccc(C)cc1	2.6%
O=C(COC(=O)CN1C(=O)c2ccccc2C1=O)Nc1ccccc1C(F)(F)F	i
C[C@H](CO)N1C[C@H](C)[C@H](CN(C)Cc2ccc(Oc3ccccc3)cc2)Oc2cc(Br)ccc2S1(=O)=O	2.8%
N#CC(=C1C=C(Br)C(=NO)C=C1Cl)c1ccc(Cl)cc1	1.4%
S=C(NCCCN1CCOCC1)NN=C1c2ccccc2-c2ccccc21	5.3%
C[C@H](CO)N1C[C@H](C)[C@H](CN(C)C(=O)N[C@H](C)c2ccccc2)OCc2ccccc2-c2c(n(C)c3ccccc23)C1=O	1.9%
Cn1c(=O)c2c(-c3ccccc3)n(-c3cc([N+](=O)[O-])ccc3O)cc2n(C)c1=O	i
O=C(COC(=O)c1cc(Br)ccc1O)NCCC1=CCCCC1	0.5%
CC(C)Oc1ccc(S(=O)(=O)N2CCOCC2)cc1NC(=O)CC1CC2CCC1C2 (stereo unspecified)	2.3%
CCOC(=O)Cn1nc2oc(=O)c(CCN3CCN(c4ccccc4OC)CC3)c(C)c2c1C	0.4%
N#Cc1csc(CCNC(=O)c2ccccc2)n1	i
O=C1CCC2(CCCC2)c2ccccc21	i
COc1ccc(C(=O)CSc2nc(=O)n3ccc(C)cc3n2)cc1	1.1%
CCC1(c2ccccc2)NC(=O)N(CC(=O)Nc2ccc3c(c2)CCC3)C1=O (stereo unspecified)	2.9%
C=CCNC(=O)CSc1nnc(-c2cccc(S(=O)(=O)N3CCOCC3)c2)o1	i
C[C@@H]1CN([C@@H](C)CO)C(=O)c2cc(C#CC(C)(C)O)cnc2O[C@@H]1CN(C)C(=O)c1ccccc1F	0.3%
COc1cc(OC)c(C=Cc2ccncn2)c(OC)c1	2.0%
CCCCSCc1nc2nc(Cl)c(Cl)nc2[nH]1	1.7%
COc1ccc(C2CCc3cc4c(cc3C2=NOC(C)=O)OCO4)cc1OC (stereo unspecified)	4.6%
CC(=O)Nc1ccc(CN2CCC(N3CCC(C(=O)NC4CC4)CC3)CC2)cc1	1.3%
Cc1ccc(C(=O)N(CC(=O)NC2CCCC2)c2ccccc2F)s1	i
C[C@@H]1CN([C@H](C)CO)S(=O)(=O)c2ccc(Br)cc2O[C@H]1CN(C)C(=O)C1CCCCC1	5.4%
C[C@H](O)[C@@H]1C(=O)N2CCc3ccc(N4CCN(C)CC4)cc3[C@@H]2C[C@@H]1N(C)C(=O)c1ccco1	i
COc1cc(Cl)cc(/C=N\NC(=O)c2ccc3c(c2)OCO3)c1O	10.7%
O=C(OCc1cn([C@@H]2C[C@H](c3ccc(Cl)cc3)N(Cc3cccs3)C[C@H]2O)nn1)c1ccccc1	3.8%
C[C@H]1CN([C@@H](C)CO)C(=O)CCCn2nncc2CO[C@H]1CN(C)S(=O)(=O)c1ccc(Oc2ccccc2)cc1	i
CC1(C2CC(=O)c3c(O)ccc(O)c3C2)OCCO1 (stereo unspecified)	i
O=C(O)c1cccc(N2C(=O)C=CC2=O)c1	0.0%
O=C(COC(=O)c1cc([N+](=O)[O-])ccc1N1CCOCC1)NCc1ccccc1	1.7%
Cc1cccc(C(=O)C(O)(c2ccccc2)C2CCCCC2=O)c1 (stereo unspecified)	3.3%
O=S1(=O)CCN(CCc2ccccc2)CC1	1.1%
Cc1ccc2nc(SCC(=O)N3N=C(c4cccs4)CC3c3ccc(F)cc3)nc(=O)n2c1 (stereo unspecified)	1.5%
COc1ccc(C(=O)Nc2nc(C)cs2)cc1S(=O)(=O)N1CCOCC1	1.1%
CCCCN1C[C@H](CSC)[C@@H](CC(=O)Nc2ccc(OC)cc2)C1=O	i
O=C(NC(Cc1nn[nH]n1)C(=O)OCc1ccccc1)OCc1ccccc1 (stereo unspecified)	0.9%
CC(=O)Oc1cc2c(cc1OC(C)=O)C(=O)CCCC2	i
Cc1csc(N=Nc2ccc(N(C)C)cc2)[n+]1[O-]	i
COc1ccccc1N1CCN(S(=O)(=O)CCNC(=O)c2ccco2)CC1	1.3%
COCCCN1C(=O)C(CC(=O)NCc2cccs2)CC(C(=O)N(C)C)=C1C (stereo unspecified)	i
Cc1cn([C@H]2C[C@H](O)[C@@H](CNCc3ccc4ncccc4c3)O2)c(=O)[nH]c1=O	0.6%
O=C(NCc1nnnn1-c1ccc(F)cc1)c1ccc2c(c1)OCO2	i
CC(C)OC(=O)N(C)C[C@@H]1OCc2cn(nn2)CCCC(=O)N([C@H](C)CO)C[C@H]1C	0.1%
CN(C(=O)COC(=O)COc1ccc2ccccc2c1)c1ccccc1	0.9%
COc1ccc(NC(=O)CNCc2cccs2)c(OC)c1	1.7%
CCOC(=O)CSc1nc2nc(Cl)c(Cl)nc2[nH]1	0.3%
COc1ccc([C@H]2C[C@H](n3cc(COC(=O)c4ccccc4)nn3)[C@@H](O)CN2CC2CCCCC2)cc1	i
Cc1cccc(Cn2c(NC3CCCC3)nc3c2c(=O)[nH]c(=O)n3C)c1	6.9%
Nc1ccn([C@@H]2O[C@H](CN=C3NS(=O)(=O)c4ccccc43)[C@@H](O)[C@H]2O)c(=O)n1	6.0%
Cc1cc(=O)[nH]c2nc3ccccc3n12	0.4%
Cc1ccccc1S(=O)(=O)N(C)C[C@H]1OCc2cnnn2CCCC(=O)N([C@H](C)CO)C[C@H]1C	91.5%
Cc1ccc(Cc2c(-c3ccc(C#N)cc3)nc3ccc(Br)cn23)cc1	0.7%
Cc1ccc(NC(=O)CN(C)C(=O)C2CSC3(C)CCC(=O)N23)cc1 (stereo unspecified)	i
Cc1noc(C)c1NC(=O)N(C)C[C@@H]1OCc2ccccc2-c2c(n(C)c3ccccc23)C(=O)N([C@H](C)CO)C[C@H]1C	i
CCOC(=O)CCCCCC(=O)Nc1ccc2c(c1)C(=O)N([C@H](C)CO)C[C@H](C)[C@H](CN(C)C(=O)C1CCCCC1)OCCCC[C@@H](C)O2	1.0%

Screening results as filed in PubChem.
